BB579 growth dn – chemicals that inhibit yeast BB579 growth in restrictive medium (lifespan-shortening candidates); S. cerevisiae BB579 growth, OD615, 48 h; inhibition, % at 10 µM; hit rate 0.51% among 140,000; AID 804;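 active means inhibition above a set limit, 3 SD over the mean compound inhibition, cut at about 44% in these data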; further: inactives centre near -24
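Material: Saccharomyces cerevisiae DeaD strain BB579, replicative lifespan model yeast; buffer or medium: CSMM-D restrictive synthetic medium containing dextrose (glucose); compound: 10 µM single dose, DMSO 0.25%; timing: 48 h compound exposure at 30 °C after 4 h preincubation; signal: turbidity as optical density at 615 nm; benchmarks: positive control amphotericin B 10 µg/mL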
E-sel TNF inh – blocks E-selectin expression induced by TNF alpha; inhibition, % at 2 µM; hit rate 0.71% among 120,000; HUVEC TNFa-induced E-selectin immunofluorescence, high content;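 active means inhibition above the batch mean plus 3 SD, and confirmed as a hit on visual image review, cut at about 43% in these data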;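 further: 0% = TNF-stimulated DMSO wells and 100% = unstimulated control wells; not every result past the cut was called active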
MRP-1 activ – activates MRP-1; hit rate 0.61% among 140,000; viability increase, % at 10 µM; AID 799; H69AR cells + doxorubicin, viability rescue, CellTiter-Glo;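 active means viability gain under doxorubicin at or above a set limit, the compound median plus 3 SD, cut at about 4.7% in these data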;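 further: MRP-1 overexpressing cells given doxorubicin 25 µM after compound pretreatment; 18-22 h compound pretreatment then 72 h with doxorubicin before readout; 0% = doxorubicin-only wells and 100% = vehicle-treated cells without doxorubicin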
NPY Y2 blocker – blocks the human neuropeptide Y Y2 receptor; P49146; NPY-Y2 expressing cells, antagonist mode; inhibition, % at 2.7 µM; hit rate 0.99% among 140,000; AID 793; in the data active means inhibition above about 17%;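 further: 0% = vehicle with agonist challenge and 100% = reference antagonist with challenge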
Target sequence (P49146 whole entry, looked up): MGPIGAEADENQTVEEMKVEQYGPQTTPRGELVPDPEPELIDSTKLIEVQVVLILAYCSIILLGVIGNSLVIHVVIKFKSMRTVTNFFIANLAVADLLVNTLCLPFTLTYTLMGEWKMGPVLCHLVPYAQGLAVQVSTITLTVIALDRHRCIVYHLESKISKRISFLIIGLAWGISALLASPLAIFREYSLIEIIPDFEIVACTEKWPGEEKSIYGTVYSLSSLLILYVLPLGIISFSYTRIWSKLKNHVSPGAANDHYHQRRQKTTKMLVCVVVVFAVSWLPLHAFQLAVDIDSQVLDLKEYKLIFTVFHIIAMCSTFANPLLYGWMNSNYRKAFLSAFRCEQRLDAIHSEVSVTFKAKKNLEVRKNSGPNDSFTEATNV
GALR2 antag – antagonists of human galanin receptor 2 (GALR2) | hit rate 0.39% among 140,000 | O43603 | inhibition, % at 4 µM | GALR2-expressing cells, antagonist mode | AID 828; in the data active means inhibition above about 27%;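 further: cells stimulated with galanin 1-16 at roughly its EC80; 0% = agonist challenge control and 100% = basal control without agonist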
Target sequence (O43603 whole entry, looked up): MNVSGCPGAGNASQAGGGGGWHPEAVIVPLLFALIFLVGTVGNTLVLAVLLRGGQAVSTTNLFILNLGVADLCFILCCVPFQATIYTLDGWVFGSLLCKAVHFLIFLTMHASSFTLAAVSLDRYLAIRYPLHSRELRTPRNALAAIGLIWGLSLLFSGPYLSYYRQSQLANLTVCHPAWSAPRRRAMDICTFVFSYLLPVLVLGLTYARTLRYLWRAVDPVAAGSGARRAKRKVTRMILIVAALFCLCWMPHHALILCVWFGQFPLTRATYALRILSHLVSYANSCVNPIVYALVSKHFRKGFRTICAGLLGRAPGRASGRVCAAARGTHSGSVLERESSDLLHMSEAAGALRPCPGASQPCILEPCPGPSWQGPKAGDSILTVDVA
HCT116 PTEN-null – growth suppressors of cells with PTEN tumor suppressor deletion; HCT116 PTEN-null viability, CellTiter-Glo, 60 h; stronger effect = lower value; viability, % at 10 µM; hit rate 1.2% among 140,000;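 active means viability at or below a set limit, 4 SD under the median of all tested compounds, cut at about 3.7% in these data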;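 further: PTEN knockout HCT116 line with beta catenin targeted HCT116 as companion control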
HCT116 bCat-KO – beta-catenin-lacking colon tumor cell growth suppression; hit rate 1.5% among 140,000; HCT116 beta-catenin knockout viability, CellTiter-Glo, 60 h; stronger effect = lower value; viability, % at 10 µM; AID 818;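 active means viability at or under a set limit, the compound median less 4 SD, cut at about 6% in these data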;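 further: 0% = Hyamine 1622 control at 20 µM and 100% = untreated cell control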
Yeast life ext – yeast lifespan extension. S. cerevisiae growth with nicotinamide, OD615; deaD strain in restrictive glucose medium. inhibition of the nicotinamide effect, % at 10 µM. hit rate 0.68% among 130,000;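 active means inhibition above a set limit, placed 3 SD over the median of all compounds, cut at about 26% in these data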;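 further: 0% = nicotinamide-treated wells and 100% = cells grown without nicotinamide; some compounds called inactive have numbers as strong as hits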
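Assay system: engineered S. cerevisiae DeaD replicative-lifespan strain, galactose-grown log-phase cells; medium: restrictive CSMM-D dextrose medium; also added: nicotinamide, 1.5 mM, co-present with compound; schedule: 48 h compound exposure at 30 °C, humidified; detection: absorbance at 615 nm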
Phagocytosis inh – inhibitors of macrophage phagocytosis; J774A.1 macrophage IgG-bead phagocytosis, imaging; inhibition, % at 5 µM; hit rate 0.07% among 110,000; AID 1029;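 active means inhibition above the mean of the plate negative controls plus 5 SD, cut at about 13% in these data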;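 further: phagocytic index as fraction of beads internalized from green versus red external bead signal; plate controls were DMSO negative control for no effect and cytochalasin-D positive control for full effect; some results beyond the cut were filed as inactive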
Measles CPE – protection of cells from measles virus; Measles virus-infected cells, CPE protection, absorbance; protection (pct of control), % at 4 µM; hit rate 1.5% among 140,000; AID 841; in the data active means protection mostly above about 24%, no sharp cut-off; inactive means mostly below about 26%; further: some compounds called inactive have numbers as strong as hits
Numbers without * were called inactive; nt = not tested or not shown.

nr	smiles	BB579 growth dn	E-sel TNF inh	MRP-1 activ	NPY Y2 blocker	GALR2 antag	HCT116 PTEN-null	HCT116 bCat-KO	Yeast life ext	Phagocytosis inh	Measles CPE
1	CCCN1C(=S)SC(C)(C)C1/[N+]([O-])=C/c1cccnc1 (configuration not stated)	-76	6	-0.3	2	-5	102	96	-3	0	8
2	CCn1c(CNC(=O)c2ccco2)nnc1SCC(=O)Nc1cc(C)c(C)cc1Br	-22	17	-3.2	6	-5	94	101	-4	-1	3
3	COc1ccc(OC)c(NC(=O)CSc2nnc(CCCO)n2-c2ccccc2)c1	-21	22	-0.9	-1	6	91	88	-13	-1	24
4	CCOc1ccc(OC(=O)NC(c2ccccc2)C(Cl)(Cl)Cl)cc1 (configuration not stated)	22	26	-2.8	12	-1	88	77	-32	nt	0
5	Nn1cnc2c([nH]c3ccccc32)c1=O	3	nt	-1.0	1	-7	92	84	-6	6	8
6	CC(OC(=O)c1ccccc1N1C(=O)C2C3CCC(C3)C2C1=O)C(=O)c1ccccc1 (configuration not stated)	-63	-19	-1.4	2	-12	90	86	3	-2	12
7	Cc1cc(Br)c(OCc2ccc(C(=O)N/N=C3\CC4CC=CC34)cc2)c(Br)c1 (configuration not stated)	-18	10	-1.3	7	0	83	90	-7	-7	2
8	COc1ccccc1CNC(=O)C1CCN(S(=O)(=O)c2c(C)noc2C)CC1	-22	14	0.1	1	-1	92	99	-2	-3	9
9	COc1cc(C2CC(C(F)(F)F)n3ncc(C(=O)O)c3N2)cc(OC)c1OC (configuration not stated)	-7	nt	-1.3	0	0	98	103	-3	-1	7
10	Cc1c(C(=O)N2CCCCC2)sc(NC(=O)c2ccco2)c1C#N	-64	-16	-0.4	-3	0	90	98	nt	nt	21
11	CCC(=O)N1CCc2cc(S(=O)(=O)N3CCc4ccccc43)ccc21	-40	-9	-1.2	2	6	99	88	-4	nt	13
12	COc1cc(/C=C/C(=O)NNc2c(F)c(F)cc(F)c2F)ccc1OC(F)F	-61	9	-0.7	6	0	77	78	-11	-2	19
13	CC(=O)N1CCN(c2ccc(S(=O)(=O)N3CCCCC3)cn2)CC1	-25	-5	-2.0	2	4	91	89	-6	nt	7
14	Cc1nn(C)c(C)c1NC(=O)CSc1nc(-c2ccccc2Cl)nc2c1cnn2-c1ccccc1	-70	-1	-2.5	-1	2	74	89	-6	0	11
15	Cn1c(SCC(=O)c2ccc3c(c2)Cc2ccccc2-3)nnc1-c1ccccc1	-31	29	-4.1	6	19	98	103	-11	9	19
16	COc1ccc(C(=O)n2nnc3ccccc32)cc1OC	-57	-7	-1.0	3	5	95	96	23	-3	6
17	CCOCCn1c(=NC(=O)/C=C/c2ccccc2Cl)sc2cc(NC(C)=O)ccc21	-1	-9	-0.9	0	10	100	91	-3	-5	3
18	O=C(CCC1COc2ccccc2O1)NCc1ccccc1 (configuration not stated)	-18	2	-3.2	5	-8	95	89	-6	1	11
19	COc1ccccc1OC(C)C(=O)O (configuration not stated)	4	nt	0.3	2	-1	93	93	-4	nt	7
20	COc1ccc(CC(=O)Nc2cccc(-c3nnc(-c4cccc(C)c4)o3)c2)cc1OC	-66	-19	0.8	5	28*	105	111	-16	0	20
21	CC1=CN2C(=NC(=O)CC2(C)C(=O)N(CC(=O)NC2CCCC2)c2ccccc2C)C=C1 (configuration not stated)	-5	12	-1.7	6	2	96	98	nt	nt	8
22	C/C(=N\NC(=O)CCC(=O)Nc1ccccc1)c1cccs1	-49	2	0.5	-3	13	99	89	1	-4	9
23	CN(C)S(=O)(=O)c1ccc(C(=O)N2CCC(c3nc4ccccc4o3)CC2)cc1	-68	2	-1.1	0	4	89	84	-8	0	19
24	Cn1c(=O)c2c(nc(SCC(=O)N3c4ccccc4CCc4ccccc43)n2C)n(C)c1=O	-29	-29	-0.5	0	-3	89	93	-17	nt	1
25	CC(NC(=O)c1ccccc1Br)c1ccc2c(c1)CCCC2 (configuration not stated)	-35	-17	1.5	1	-23	78	84	3	nt	11
26	Cc1cc(Cl)ccc1OCC(=O)Nn1c(C)ccc1C	-45	-11	-1.7	4	-10	97	84	-12	4	13
27	Cc1cccc(-n2c(C)cc(/C=N/n3cnnc3)c2C)c1	4	8	-1.6	0	-1	19	10	-3	1	5
28	CCn1nc(C(=O)OCC(=O)N2CCc3ccccc32)c2ccccc2c1=O	-64	-21	-2.6	3	4	105	97	-13	0	2
29	CC(C)C(NC(=O)c1cccc(S(=O)(=O)N2CCOCC2)c1)C(=O)NCCc1ccccn1 (configuration not stated)	-37	-20	-0.6	0	-2	104	105	-10	-1	2
30	Cc1[nH]n(-c2ccccc2)c(=O)c1/C=N/Nc1nncc(-c2ccccc2)n1	98*	nt	-2.7	2	9	18	11	-10	-1	4
31	O=C(CSc1ncccc1-c1nc2ccccc2[nH]1)N1CCN(c2ccccc2F)CC1	-43	-9	-4.1	3	-14	85	83	-23	2	10
32	O=C(CN1CCc2ccccc21)NCc1ccc2c(c1)OCO2	-11	3	-1.3	3	9	90	90	-2	-2	4
33	CCC(C)NC(=O)c1c(C)cc(=O)oc1C (configuration not stated)	-17	-16	-0.6	0	-7	95	104	-5	nt	10
34	Cc1ccc(Cn2c(Sc3nccc(C)n3)nc3c2c(=O)[nH]c(=O)n3C)cc1	-47	nt	-0.2	1	-6	96	87	-7	-1	27
35	Cc1cc(C)cc(NC(=O)C2CCCN2C(=O)Oc2ccccc2)c1 (configuration not stated)	-15	2	-0.8	4	5	90	99	-11	-2	8
36	Cc1sc(NC(=O)C2CCCCC2C(=O)O)c(C(N)=O)c1-c1ccccc1 (configuration not stated)	-8	-32	-2.8	3	1	81	85	-19	nt	14
37	COCCNC(=S)N(Cc1cccnc1)Cc1ccc(OC)c(OC)c1	4	nt	-2.6	-2	-4	95	97	-1	-9	28
38	Cc1c(C(=O)NC2=NCCS2)oc2ccccc12	-50	-35	-1.9	4	4	85	80	-14	0	3
39	CC(C)(C)NC(=O)Cn1cnc([N+](=O)[O-])n1	8	0	-1.4	-3	-1	106	95	7	nt	12
40	Cc1cc(C)c(S(=O)(=O)Nc2nnc(C)s2)c(C)c1	-16	-14	-0.2	1	-1	93	96	16	1	29
41	CCc1nnc(SCC(=O)Nc2ccc(C(C)=O)cc2)nc1CC	-49	nt	1.3	nt	nt	102	96	nt	1	4
42	CCC1C(O)=C(c2ccccn2)C(=N)N1c1ccccc1 (configuration not stated)	-72	nt	-1.7	2	10	87	80	-3	-1	10
43	O=C(CSc1nnc2n1CCCN2C(=S)Nc1ccc(Cl)cc1)c1ccccc1	-23	-26	-0.9	0	7	64	63	nt	nt	15
44	Nc1cc(C(=O)N2CCCC2)cc(C(=O)N2CCCC2)c1	17	-17	0.0	5	-7	82	86	-8	nt	9
45	COc1ccc(NC(=O)C2CCC(=O)N2S(=O)(=O)c2ccc(C)cc2)c(OC)c1 (configuration not stated)	-36	20	-0.8	0	-11	94	97	4	-1	26
46	COc1ccc(/C=C2\CCCC3C2=NN(C(=O)CSc2ncn[nH]2)C3c2ccc(OC)cc2)cc1 (configuration not stated)	-28	5	-0.8	9	-4	61	77	-1	-6	17
47	Cn1c(O)c(N=Nc2nc(-c3ccccc3)cs2)c2ccccc21	-38	-6	-3.5	4	18	53	39	2	-5	10
48	O=C(C1CCC1)N1CCN(Cc2ccccc2)CC1	0	nt	1.9	0	2	106	94	1	-1	18
49	O=C(O)CC(c1ccccc1)n1cccc1 (configuration not stated)	-70	nt	0.2	-1	-13	100	81	0	-2	10
50	CN(C(=O)c1coc(=O)c2ccccc12)c1ccc(F)cc1	-20	nt	-0.8	1	-6	86	100	-13	-3	16

Next section, overlapping the part above by 4 compounds.
nr	smiles	BB579 growth dn	E-sel TNF inh	MRP-1 activ	NPY Y2 blocker	GALR2 antag	HCT116 PTEN-null	HCT116 bCat-KO	Yeast life ext	Phagocytosis inh	Measles CPE
47	Cn1c(O)c(N=Nc2nc(-c3ccccc3)cs2)c2ccccc21	-38	-6	-3.5	4	18	53	39	2	-5	10
48	O=C(C1CCC1)N1CCN(Cc2ccccc2)CC1	0	nt	1.9	0	2	106	94	1	-1	18
49	O=C(O)CC(c1ccccc1)n1cccc1 (configuration not stated)	-70	nt	0.2	-1	-13	100	81	0	-2	10
50	CN(C(=O)c1coc(=O)c2ccccc12)c1ccc(F)cc1	-20	nt	-0.8	1	-6	86	100	-13	-3	16
51	CNC(=O)C1CC(=O)N/C(=N/N=C(\C)c2cccs2)S1 (configuration not stated)	-52	-9	-2.8	2	2	94	95	-1	nt	16
52	CCOC(=O)c1ccc(NC(=O)CC2C(=O)N(c3ccccc3)C(=O)N2CCCOC)cc1 (configuration not stated)	-9	6	0.1	2	-9	97	96	-7	-1	5
53	COC(=O)c1cn(NC(=O)c2ccc3c(c2)OCO3)c(=O)c2ccccc12	-12	-2	0.1	3	4	107	90	-2	-2	15
54	CNC(=O)Nc1ccc2snnc2c1	-67	nt	-0.1	1	-9	90	80	-6	1	2
55	COc1cccc(NC(=S)Nc2cccnc2)c1	-33	nt	-1.5	1	8	103	100	1	-6	3
56	CCc1ccc(NC2=NC(C(=O)c3ccccc3)CC(=O)N2)cc1 (configuration not stated)	-2	43	-0.1	2	-1	100	92	-8	0	36
57	O=C(CSc1nc2ccccc2o1)NCc1n[nH]c(=O)c2ccccc12	-2	36	-3.4	1	2	81	77	-2	-2	4
58	Cc1cccc(N2CCN(C(=O)C(Cc3ccccc3)n3cccc3)CC2)c1C (configuration not stated)	6	nt	-2.8	26*	-2	44	35	-7	-1	3
59	Cc1ccc2c(C)[nH]c(=O)cc2c1	-61	7	-1.7	3	8	78	60	-3	0	5
60	OCCNc1nc2ccc(Cl)cc2[nH]1	-12	18	-2.9	2	-15	82	79	-7	2	12
61	CN1C2C=C3C(C#N)=C(N)C(C#N)(C#N)[C@@H](c4ccsc4)[C@@H]3C1CC2 (some centres not stated)	-29	9	-1.9	1	-6	104	88	-9	1	2
62	COc1ccccc1N1CCN(CC(O)COc2ccc3c(C)cc(=O)oc3c2)CC1 (configuration not stated)	-32	14	-4.3	3	-18	95	92	-6	nt	6
63	Cc1cccc(OCCC(=O)Nc2ccc(S(=O)(=O)N3CCCC3)cc2)c1	-23	nt	-0.2	0	0	93	98	-7	nt	23
64	O=C(Cc1c[nH]c2ccccc12)N1CCc2ccccc21	0	1	-0.8	-2	11	73	86	-19	nt	5

Assay outcomes deposited in PubChem BioAssay by several laboratories.
